HCV inh – HCV inhibition; Huh7.5.1 HCVcc-Cre infection, luciferase reporter, 44 h; Potency, µM (top dose mostly 41.8 µM), for the others: top-dose activity change, negative = inhibition, most hits filed as inhibitors; 340,000 tested, 3.4% active; note: potency is the fitted concentration of half-maximal effect
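Infectious HCVcc-Cre (~0.5 moi) was added to cells just after compound, with cells seeded 4 h earlier at 1,000 per well. Luciferase activity after 44 h culture reported infection; substrate was incubated 15 min at room temperature before reading.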
Sm TGR inh – S. mansoni TGR enzyme inhibition. Q962Y6. purified TGR, DTNB reduction, TNB absorbance 405 nm. Potency, µM (top dose mostly 114 µM), for inactives: top-dose activity change, negative = inhibition, actives largely listed as inhibitors. 360,000 tested, 3% active. AID 485364; note: potency is the fitted concentration of half-maximal effect; nearly all actives have a fitted effect of over 60% in size
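First, TGR (20 nM dispensed) and NADPH were mixed with compound. Second, a 15 min room-temperature incubation followed. Third, further NADPH and then DTNB were added to start the reaction. Finally, TNB absorbance was monitored kinetically.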
FBPA Giardia inh – Giardia lamblia aldolase inhibition. purified Giardia FBPA. A8B2U2. Potency, µM (titrated, usually from 59.6 µM), for the others: top-dose activity, negative = inhibition, actives largely listed as inhibitors. 290,000 tested, 0.71% active; note: potency is the fitted concentration of half-maximal effect; nearly all actives have a fitted effect of over 55% in size
Target sequence (A8B2U2 whole entry, looked up): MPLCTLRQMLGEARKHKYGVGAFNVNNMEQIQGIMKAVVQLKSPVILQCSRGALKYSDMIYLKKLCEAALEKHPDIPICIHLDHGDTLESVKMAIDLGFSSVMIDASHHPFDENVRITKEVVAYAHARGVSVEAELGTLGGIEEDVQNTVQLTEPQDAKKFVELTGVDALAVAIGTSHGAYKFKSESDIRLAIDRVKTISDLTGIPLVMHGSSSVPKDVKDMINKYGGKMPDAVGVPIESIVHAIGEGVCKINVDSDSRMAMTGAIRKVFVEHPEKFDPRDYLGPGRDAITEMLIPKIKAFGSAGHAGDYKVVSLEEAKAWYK
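40 nM FBPA preincubated 10 min at RT with compound (up to 57.5 uM final), then substrate plus GAPDH/TPI/NAD/arsenate coupling and diaphorase/resazurin added. Fluorescence read after 20 min at RT, 525/598 nm.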
HCMV inh – blocks human cytomegalovirus replication. HFF cells, HCMV-luciferase reporter, 72 h; active compounds read low. activity change, negative = inhibition, % at 57.5 µM. 410,000 tested, 4.5% active. AID 1259415; in the data active = activity change below about -60%; inconclusive = no clear call, values can overlap the other calls; inactive = above about -39%
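Cell-based, HFFs, 1000 cells/well, 16 h 37C; cpds in DMSO + HCMV-luc, MOI 1 PFU/cell; 72 h 37C; OneGlo luminescence after 5 min RT; norm. to buffer vs Salinomycin 10uM.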
AmpC inh detg – inhibitors of E. coli AmpC beta-lactamase with detergent; P00811; AmpC hydrolysis of nitrocefin, absorbance 480 nm, 0.01% Triton; Potency, µM (top dose mostly 114 µM), without a hit: at the highest dose activity change, negative = inhibition, most hits filed as inhibitors; 370,000 tested, 0.041% active;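 note: potency is the fitted concentration of half-maximal effect; 0% = no-compound wells and -100% = no-enzyme wells; nearly all actives have a fitted effect of over 25% in size; some results filed as inactive show a strong effect at the top dose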
Target sequence (P00811 whole entry, looked up): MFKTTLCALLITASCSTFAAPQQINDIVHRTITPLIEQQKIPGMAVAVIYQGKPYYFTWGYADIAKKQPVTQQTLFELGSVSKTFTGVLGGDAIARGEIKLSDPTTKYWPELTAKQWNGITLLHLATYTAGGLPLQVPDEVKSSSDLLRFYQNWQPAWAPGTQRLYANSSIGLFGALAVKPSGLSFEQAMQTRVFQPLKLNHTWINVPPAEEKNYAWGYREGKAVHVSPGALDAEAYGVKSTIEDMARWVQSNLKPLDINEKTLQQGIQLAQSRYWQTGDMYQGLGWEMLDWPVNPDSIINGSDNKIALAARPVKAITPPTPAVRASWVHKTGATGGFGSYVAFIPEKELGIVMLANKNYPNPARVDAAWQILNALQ
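20 mM phosphate pH 7.0 + 0.01% (detergent screen) or 0.0001% Triton X-100; 5.3 nM AmpC reagent; cpd preinc 15 min RT; nitrocefin (800 uM stock) to start; A480 q20 s × 4 min; Activity was normalised to no-enzyme and no-compound control wells.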
AmpC no deterg – inhibitors of E. coli AmpC beta-lactamase without detergent. 330,000 tested, 0.52% active. P00811. AmpC nitrocefin hydrolysis, absorbance 480 nm, 0.0001% Triton. Potency, µM (titrated, usually from 57.1 µM), inactives show at the top dose activity change, negative = inhibition, usual class: inhibitors;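 note: potency is the fitted concentration of half-maximal effect; plate controls were no compound for no effect and no enzyme for full effect; nearly all actives have a fitted effect of over 20% in size; some results filed as inactive show a strong effect at the top dose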
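20 mM phosphate pH 7.0 + 0.01% (detergent screen) or 0.0001% Triton X-100; 5.3 nM AmpC reagent; cpd preinc 15 min RT; nitrocefin (800 uM stock) to start; A480 q20 s × 4 min; Activity was normalised to no-enzyme and no-compound control wells.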
* = called active by the depositor; ? = inconclusive; . = no result given; [ ] = another dose, or the depositor's remark. Unless noted, calls come from the whole dose curve; as a rule, active = well fitted curve in the direction sought with a large enough effect; inconclusive = small, poorly fitted or top-dose-only effect, or another doubt; inactive = no such curve, though single readings can be large; an effect the other way counts as inactive or inconclusive. Unless noted, % is set by controls: 0 for no effect and ±100 for the full control effect. Outcome played no part in choosing rows; 9.9% or so of the library scored in one or more.

Value order: AmpC no deterg, Sm TGR inh, FBPA Giardia inh, HCMV inh, HCV inh, AmpC inh detg
COC(=O)c1ccc2c(c1)N(CC(=O)Nc1cccc(C(F)(F)F)c1)C(=O)c1ccccc1S2
  ., -1%, ., -18, ., 4%
C=C1SC(Nc2c(C)cccc2C)=NC12CCCCC2
  -33%, 22%, 7%, ?, -22%, 0%
CCOc1ncccc1C(=O)OCC(=O)N(CC(C)C)c1c(N)n(Cc2ccccc2)c(=O)[nH]c1=O
  -1%, -3%, ., -18, 12%, ?
C/C(=N\NC(=O)c1cccc(N/N=C(\C)c2ccccc2)c1)c1ccccc1
  -18%, -4%, -2%, 48, ?, 2%
NC(=O)c1ccc[n+](CC(=O)c2ccc(NC(=O)c3ccccc3)cc2)c1
  -13%, -10%, 13%, 0, 23%, -17%
Cc1ccc(CNCc2cccnc2)s1
  -15%, 21%, -9%, -32, -4%, 7%
O=C(Cc1ccc(Br)cc1)Nc1ccccc1N1CCCC1
  45%, -12%, ., -38, -12%, 0%
COC(=O)c1sccc1NC(=O)Nc1cc(OC)ccc1OC
  11%, -7%, 7%, 20, -10%, ?
CC1(c2nnc(Cc3ccccc3)o2)CC(c2cccc(F)c2)=NO1 (configuration not stated)
  7%, -15%, ., -23, 4%, -10%
O=C(/C=C/c1cc([N+](=O)[O-])ccc1OC(F)F)Nc1cccc([N+](=O)[O-])c1
  -32%, 26%, -5%, 7, ?, -2%
Cc1ccc(NC(=O)c2cc(C)nc3ccccc23)cc1
  21%, 5%, 13%, 15, -30%, 3%
CCOC(=O)CC(=O)CSc1nc2ccccc2c(=O)n1-c1ccc(C(=O)N2CCOCC2)cc1
  71%[activator], -22%, 1%, -18, ., -6%
CCCNC(=O)c1ccc(N2CCC3(CC2)CC(c2cccc(Br)c2)=NO3)c(NC(=O)c2ccccc2)c1
  -11%, 7%, ., -15, -23%, 0%
Cc1cc(Cl)ccc1OCC(=O)OC(C)C(=O)NC(N)=O (configuration not stated)
  -1%, -6%, -8%, 17, -2%, -9%
Cc1nc(NC(=O)CSc2nnnn2C)sc1C
  -12%, -4%, 1%, 66, 13%, -1%
O=C(Nc1ccnn1C1CCN(Cc2cccc(OCCO)c2)CC1)c1cccc(F)c1
  7%, -6%, 6%, 76, 6%, ?
O=C1CCC/C1=C/Nc1ccc2c(c1)OCO2
  -14%, ?, ?, 5, 11%, -8%
CC(C)C(=O)N(c1ccc2oc(=O)sc2c1)S(=O)(=O)c1cccs1
  -51%, 29%, -4%, 39, 0%, -9%
N=c1c2c(n(Cc3ccc(F)cc3)c3c1CCC3)CCCC2
  -6%, -5%, 3%, -100*, -25%, 8%
COc1ccc(Cl)cc1NC(=O)N1CCN(S(=O)(=O)c2ccc3c(ccn3C)c2)CC1
  ., -13%, ., 2, ., ?
CCOc1ccc(NC(=O)c2ccc(NC(=O)COC(=O)c3ccc(NC(=O)CC#N)cc3)cc2)cc1
  -55%, 43%[activator], ., 60, 17%, -3%
COc1cc(/C=C/c2nc3cc(Cl)ccc3c(=O)n2-c2ccc(C)cc2C)cc(OC)c1OC
  ., 7%, ., 24, ., 6%
COc1ccc(Br)cc1CNC(=O)CSc1n[nH]c(-c2ccccc2)n1
  ., -2%, ., ?, ., 13%
O=C(CSc1nc2cc(C(=O)NC3CCCC3)ccc2c(=O)n1CC1CCCO1)c1ccc(F)cc1 (configuration not stated)
  ., 4%, ., 11, ., 1%
Cc1[nH][nH]c(=O)c1C
  1%, 6%, ., 4, -19%, 1%
Cc1ccc(NC(=O)c2cc(S(=O)(=O)NC3CCCCCC3)ccc2F)cc1F
  ., 2%, ., ?, ., 1%
N#CCCN(C(=O)CN1C(=O)NC2(CCCC2)C1=O)c1ccccc1F
  -35%, -1%, -1%, ?, 8%, ?
O=C(c1cccs1)N1CCN(c2nc3ccccc3s2)CC1
  -20%, -18%, 7%, -36, -12%, 0%
CC(C)c1nc(SCC(=O)Nc2ccc3c(c2)OCO3)n[nH]1
  -10%, -2%, 1%, -3, 1%, 2%
CC1=C(C(=O)OCC2CCCO2)C(c2cccc(C(F)(F)F)c2)C2=C(CC(c3ccco3)CC2=O)N1 (configuration not stated)
  25%, -33%, -5%, -9, ?, -2%
COc1ccc(C2=NN(S(C)(=O)=O)C(c3cn(-c4ccccc4)nc3-c3cccs3)C2)cc1 (configuration not stated)
  ., 0%, ., 51, ., 1%
O=C(O)CCc1ccc(-c2cccs2)n1CC1CCCO1 (configuration not stated)
  -16%, 8.9µM*, 8%, -24, -2%, -6%
CC(C)N(c1ccccc1)c1ncnc(NCCC(=O)O)c1[N+](=O)[O-]
  0.32µM*, -16%, -4%, -14, 12%, ?
COc1ccc(C2(CNC(=O)c3ccco3)CCOCC2)cc1
  -21%, -36%, -1%, -9, 16%, -1%
O=C(NC1CCCC1)c1ccc(S(=O)(=O)N2CCCC2)cc1
  -16%, -15%, -2%, -14, -5%, 1%
Cc1oc(-c2ccc(C(=O)Nc3cc(F)ccc3F)cc2)nc1COc1ccccc1
  ., 0%, ., -34, ., 7%
C#CCOCCOCCOCCNc1nc(N2CCN(C(=O)[C@H](CCC(=O)O)n3cc(C(N)[C@H](C)CC)nn3)CC2)nc(N2CCN(C(=O)[C@H](Cc3cc4ccccc4[nH]3)n3cc(C(N)[C@H](C)CC)nn3)CC2)n1 (some centres not stated)
  183%[activator], ?, -9%, ., ., -1%
COc1cc(C2C(C#N)=C(N)OC3=C2C(=O)CCC3)cc(OC)c1OC(=O)N1CCOCC1 (configuration not stated)
  0%, -1%, -7%, -16, 13%, ?
CCOC(=O)c1ccc(NC(=O)CC2Sc3ccc(C(F)(F)F)cc3NC2=O)cc1 (configuration not stated)
  ., 10%, ., -65*, ., 10%
C=CCOC(=O)C1=C(C)Nc2[nH]c(=O)[nH]c(=O)c2C1c1cccc(OC)c1 (configuration not stated)
  -32%, -15%, 1%, ., -26%, -2%
O=C(Nc1ccc(F)cc1)NC1CCCc2ccccc21 (configuration not stated)
  -11%, 3%, 3%, -13, -14%, 7%
CNS(=O)(=O)c1cc(NC(C)=O)c(C)cc1C
  -12%, 1%, 1%, -13, 7%, -1%
CC(C)CCNC(=O)c1ccc(CSCc2cccc(F)c2)o1
  -2%, -16%, -2%, -8, 22%, ?
COc1ccc(/C=N/Nc2nc(-c3cccc(S(=O)(=O)N4CCCC4)c3)cs2)c(OC)c1
  -55%, -7%, -3%, -65*, 4µM*, -7%
O=C(Nc1ccc(CN2CCCCC2)cc1)c1cccc(F)c1
  -32%, -4%, 0%, 33, 3%, 1%
O=C(Nc1ccccc1N1CCOCC1)c1ccccc1NS(=O)(=O)c1ccc(F)c(F)c1
  -7%, -1%, 11%, -26, 0%, 5%
CC(C)N(CC#CC(O)(c1ccccc1)c1ccccc1)CCO
  0%, -31%, 5%, 43, 8%, 0%
Cc1nccnc1Sc1ccccc1
  2%, -8%, 0%, -19, 6%, -6%
COC(=O)c1oc2ccc(Cl)cc2c1-n1cccc1
  -16%, 3%, 12%, -20, ?, 2%
Cn1cnc2c1c(=O)[nH]c(=O)n2C
  -16%, 8%, -10%, ., ., 5%
O=C(COc1ccc(Br)cc1)Nc1ccc(CN2CCOCC2)cc1
  77%[activator], 4%, 11%, 23, ., ?
CN(c1ccc(O)cc1)c1nc(-c2cccs2)cs1
  45%, 10%, -2%, 26, ?, -4%
c1ccc(CNc2nc(-c3ccccc3)nc3ccccc23)cc1
  -55%, 3%, -2%, ?, ?, -16%
CCCNC(=O)CN1CCN(c2ccc(NC(=O)c3ccc(OC)cc3)cc2C(=O)O)CC1
  ., 4%, ., 20, ., 8%
C=CCN1C(=O)c2ccc(C(=O)N3CCN(S(=O)(=O)c4ccc(C(C)C)cc4)CC3)cc2C1=O
  -8%, -2%, ., -16, ?, ?
CCC(C)(C)n1nnnc1C(c1cccnc1)N1CCCC(C)C1 (configuration not stated)
  -3%, 0%, 8%, -8, -14%, 1%
COC(=O)C/C=C/[C@@H](C)[C@@H](/C=N/OC[C@@H](C)[C@H](OCc1ccccc1)C(C)C)NS(=O)(=O)c1ccc(C)cc1
  28µM*, -18%, -12%, ., -15%[8.37 µM], ?
O=C(COC(=O)c1cccnc1Cl)NC(=O)c1ccc(OC(F)F)cc1
  -23%, ., ., -5, -3%, .
COc1cccc(NC(=O)C2CCCN2C(=O)NC2CCCCC2)c1 (configuration not stated)
  -11%, 17%, ., -2, 0%, 1%
CCOc1ccc(C(=O)NC(=S)Nc2ccc(NC(=O)C(C)C)cc2)cc1[N+](=O)[O-]
  -16%, -16%, -11%, 3, ?, -7%

Quoted from the results shown for reference:
Value order: AmpC no deterg, Sm TGR inh, FBPA Giardia inh, HCMV inh, HCV inh, AmpC inh detg
COc1ccc(C2=NN(S(C)(=O)=O)C(c3cn(-c4ccccc4)nc3-c3cccs3)C2)cc1 (configuration not stated)
  ., 0%, ., 51, ., 1%
O=C(O)CCc1ccc(-c2cccs2)n1CC1CCCO1 (configuration not stated)
  -16%, 8.9µM*, 8%, -24, -2%, -6%
CC(C)N(c1ccccc1)c1ncnc(NCCC(=O)O)c1[N+](=O)[O-]
  0.32µM*, -16%, -4%, -14, 12%, ?
COc1ccc(C2(CNC(=O)c3ccco3)CCOCC2)cc1
  -21%, -36%, -1%, -9, 16%, -1%
O=C(NC1CCCC1)c1ccc(S(=O)(=O)N2CCCC2)cc1
  -16%, -15%, -2%, -14, -5%, 1%

Next part.
Value order: AmpC no deterg, Sm TGR inh, FBPA Giardia inh, HCMV inh, HCV inh, AmpC inh detg
CCOC(=O)N1CCN(S(=O)(=O)c2ccc3c(c2)CCN3C(=O)CC)CC1
  -2%, 0%, 5%, -40, -7%, -15%
Cc1cccc(C)c1NC(=O)c1cc(S(=O)(=O)N2CCOCC2)cn1C
  -13%, -1%, 12%, 9, 19%, ?
CCOc1ccc2nc(NC(=O)c3cccn(Cc4ccccc4C)c3=O)sc2c1
  ., 8%, ., -34, ., 3%
NC(=O)NC(=O)COC(=O)c1ccc(OC(F)F)cc1
  4%[2.29 µM], 0%, 3%, -38, -4%, ?
COc1cc(C2NC(=S)NC(C)=C2C(=O)Nc2cc(C)cc(C)c2)ccc1O (configuration not stated)
  -42%, 6%, -1%, -30, 1%, 0%
C/C=C(/C)C(=O)Nc1cccc(C2=NOC3(C2)C[C@@H](C(N)=O)N(C(=O)CC(c2ccccc2)c2ccccc2)C3)c1 (some centres not stated)
  189%[activator], 3%, -8%, 3, ?, -8%
Cc1ccccc1N1C(=S)NC2c3ccccc3OC1(C)C2C(=O)N(C)C (configuration not stated)
  -5%, 6%, -9%, ?, 8%, 5%
